TRb-SRC2 inh: inhibitors of human thyroid hormone receptor beta-SRC2 interaction. TRbeta-SRC2 peptide binding, fluorescence polarization; receptor liganded with 1 µM T3. AID 1469. Potency, µM (highest dose often 106 µM), without a hit: top-dose activity change, negative = inhibition, actives largely listed as inhibitors. hit rate 0.065% among 280,000. P10828; active = well fitted inhibition curve with a large enough effect;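 note: plate controls were bound peptide for no effect and peptide without receptor for full effect; nearly all actives have a fitted effect of over 50% in size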
Target sequence (P10828 whole entry, looked up): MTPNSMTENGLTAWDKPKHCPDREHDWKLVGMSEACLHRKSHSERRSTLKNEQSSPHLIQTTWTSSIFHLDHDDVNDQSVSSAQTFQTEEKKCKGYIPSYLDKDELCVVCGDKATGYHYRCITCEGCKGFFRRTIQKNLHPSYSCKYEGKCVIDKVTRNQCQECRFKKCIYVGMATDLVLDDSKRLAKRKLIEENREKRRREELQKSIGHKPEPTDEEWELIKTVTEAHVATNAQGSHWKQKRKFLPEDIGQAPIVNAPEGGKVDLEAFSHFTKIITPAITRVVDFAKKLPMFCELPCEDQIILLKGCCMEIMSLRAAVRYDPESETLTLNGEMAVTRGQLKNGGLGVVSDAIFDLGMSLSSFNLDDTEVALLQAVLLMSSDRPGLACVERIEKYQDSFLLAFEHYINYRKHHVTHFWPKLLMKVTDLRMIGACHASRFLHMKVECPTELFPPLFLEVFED
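Read-out is fluorescence polarization (555 nm excitation, 632 nm emission) of a Texas Red SRC2 coactivator peptide; loss of signal reflects blocked binding to human TRb ligand-binding domain in the presence of 1 uM T3.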
TR SRC2 fluor cs: counter-screen for TRb-SRC2 inhibitors: fluorescence interference; Potency, µM (titrated, usually from 106 µM), inactives show at the highest dose fluorescence change, negative = quenching; TRb/SRC2 Texas Red total fluorescence interference; AID 1479; hit rate 0.29% among 280,000; active = well fitted curve in either direction with a large enough effect
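Flags fluorescent or light-absorbing compounds by total fluorescence, S + 2P, at 555 nm excitation and 632 nm emission. Mixture: 20 nM Texas Red SRC2 peptide, 0.6 uM human TRb LBD, 1 uM T3, 5% DMSO; compound exposure 5 h at ambient temperature.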
* marks the source's active call; other numbers are inactive results; [ ] = dose if it differs, or a comment. Unless noted, % is set by controls: 0 for no effect and ±100 for the full control effect; potency is the fitted concentration of half-maximal effect. The list is partial; count on the stated rates, not on these rows.

SMILES	TRb-SRC2 inh	TR SRC2 fluor cs
Cc1c(Cl)cccc1NC(=O)CN1C(=O)COc2ccc(S(=O)(=O)Nc3ccccc3)cc21	3.9%	-1.1%
Cc1oc(-c2ccc(C(=O)NCc3ccccc3F)cc2)nc1COc1ccccc1	5.3%	0.9%
Cc1nc2ccc(S(=O)(=O)CCC(=O)Nc3ccc(Cl)cc3)cc2s1	2.8%	0.6%
CCCN1CCN(CCCNC(=O)c2c(C)nn(-c3ccc(F)cc3)c2-n2cccc2)CC1	5.3%	-0.2%
Cc1ccc(C)c(NC(=O)CCCN2C(=O)C(c3ccccc3)Oc3cccnc32)c1 (stereo unspecified)	2.4%	-4.2%
CCc1ccccc1NC(=O)c1ccc2[nH]c(C)c(C)c2c1	0.2%	-0.8%
CN1C(=O)c2ccccc2C1=O	7.5%[201 µM]	2.1%[201 µM]
COc1ccc(-c2cc(C(=O)NCCc3ccccc3)c3c(-c4ccccc4)[nH]nc3n2)cc1	-5.6%	-1.1%
COc1ccccc1CNC(=O)NCc1noc2ccc(C)cc12	3.3%	-3.8%
Cc1ccc(NC(=O)C2CCN(c3nnc(C)c4c(C)n(-c5ccccc5)nc34)CC2)cc1Cl	-5.5%	-1.7%
COc1ccc(-c2nc3c(c(SCC(=O)N4CCCCC4)n2)Cc2c(CO)cnc(C)c2O3)cc1	-6.4%	-0.4%
Cc1ccc2onc(CNC(=O)NCc3ccccc3)c2c1	0.9%	-0.6%
CCN(CC)S(=O)(=O)c1ccc2c(c1)N(CC(=O)Nc1ccc(F)cc1F)C(=O)C1CCCN21 (stereo unspecified)	0.3%	0.7%
Cc1nnc(N2CCCC(C(=O)Nc3ccccc3C(F)(F)F)C2)c2nn(-c3ccccc3)c(C)c12 (stereo unspecified)	0.4%	-1.3%
Cc1cc(C)c(NC(=O)Cc2ccc(-n3c(C)nc4cccnc43)cc2)c(C)c1	-1.8%	0.1%
Cc1cc(=O)oc2c3c(ccc12)OCN(Cc1ccccc1Cl)C3	-4.7%	-0.5%
Cc1oc(-c2ccccc2Cl)nc1CSc1nncn2c1cc1occc12	-1.7%	-6.7%
COc1cccc(C(=O)c2cn(CC(=O)Nc3ccc4c(c3)OCCO4)c3nc(C)ccc3c2=O)c1	-2.1%	0.3%
CCc1ccccc1NC(=O)Cn1nnc(-c2nc(-c3ccc(C)cc3)no2)c1N	1.0%	-1.1%
CC(=O)Nc1ccc(Nc2nc3c(S(=O)(=O)c4cc(C)ccc4C)nnn3c3ccsc23)cc1	-2.5%	-1.8%
CC(C)(C)c1ccc(-c2nc(SCCCOc3ccccc3)n3[nH]c(=O)cc3n2)cc1	1.8%	-0.2%
Cc1c(C(=O)N2CCCC2)oc2c1-c1nn(CC(=O)NCc3cccc(Br)c3)cc1CC2	4.4%	0.0%
COc1ccc2c(c1)c1c(c(=O)n(-c3ccccc3C)c(=O)n1C)n2C	1.1%	-2.5%
Cc1ccc(NC(=O)c2cccn2-c2nnc(N3CCCCC3)s2)cc1Cl	9.8%	-0.3%
COc1ccc(OC)c(NC(=O)CSc2cn(CC(=O)N3CCCCCC3)c3ccccc23)c1	5.0%	-1.5%
Cc1cccc(N2CCN(C(=O)c3cccn3-c3nnc(N4CCCCC4)s3)CC2)c1C	8.0%	-1.2%
Cc1ccc(C(=O)Nc2nc3n(n2)C(c2ccc(F)cc2)C=C(c2ccccc2)N3)cc1 (stereo unspecified)	5.6%	-0.8%
COc1cccc(-c2nnc3n(Cc4ccc(F)cc4)c(=O)c4ccccc4n23)c1	-8.8%	0.0%
CC(=O)Nc1ccc(S(=O)(=O)N2CCC(n3c(C(F)(F)F)nc4cccnc43)CC2)cc1	3.3%	0.7%
COc1ccc2c(c1)c1c(c(=O)n(CCc3ccccc3)c(=O)n1Cc1ccccc1)n2C	-11.4%	-0.8%

Another view of 13 compounds above:
canonical_smiles,TRb-SRC2 inh,TR SRC2 fluor cs
COc1cccc(C(=O)c2cn(CC(=O)Nc3ccc4c(c3)OCCO4)c3nc(C)ccc3c2=O)c1,-2.1%,0.3%
CCc1ccccc1NC(=O)Cn1nnc(-c2nc(-c3ccc(C)cc3)no2)c1N,1.0%,-1.1%
CC(=O)Nc1ccc(Nc2nc3c(S(=O)(=O)c4cc(C)ccc4C)nnn3c3ccsc23)cc1,-2.5%,-1.8%
CC(C)(C)c1ccc(-c2nc(SCCCOc3ccccc3)n3[nH]c(=O)cc3n2)cc1,1.8%,-0.2%
Cc1c(C(=O)N2CCCC2)oc2c1-c1nn(CC(=O)NCc3cccc(Br)c3)cc1CC2,4.4%,0.0%
COc1ccc2c(c1)c1c(c(=O)n(-c3ccccc3C)c(=O)n1C)n2C,1.1%,-2.5%
Cc1ccc(NC(=O)c2cccn2-c2nnc(N3CCCCC3)s2)cc1Cl,9.8%,-0.3%
COc1ccc(OC)c(NC(=O)CSc2cn(CC(=O)N3CCCCCC3)c3ccccc23)c1,5.0%,-1.5%
Cc1cccc(N2CCN(C(=O)c3cccn3-c3nnc(N4CCCCC4)s3)CC2)c1C,8.0%,-1.2%
Cc1ccc(C(=O)Nc2nc3n(n2)C(c2ccc(F)cc2)C=C(c2ccccc2)N3)cc1 (stereo unspecified),5.6%,-0.8%
COc1cccc(-c2nnc3n(Cc4ccc(F)cc4)c(=O)c4ccccc4n23)c1,-8.8%,0.0%
CC(=O)Nc1ccc(S(=O)(=O)N2CCC(n3c(C(F)(F)F)nc4cccnc43)CC2)cc1,3.3%,0.7%
COc1ccc2c(c1)c1c(c(=O)n(CCc3ccccc3)c(=O)n1Cc1ccccc1)n2C,-11.4%,-0.8%

The results go on:
SMILES	TRb-SRC2 inh	TR SRC2 fluor cs
O=C(c1cccn1-c1nnc(N2CCCC2)s1)N1CCN(c2ccc(Cl)cc2)CC1	2.1%	-1.5%
CCc1ccc(NC(=O)CC2C(=O)N(c3cccc(OC)c3)C(=O)N2C2CCCC2)cc1 (stereo unspecified)	-1.9%	-1.6%
Cc1ccc(S(=O)(=O)c2nnn3c2nc(NCc2ccc(F)cc2)c2sccc23)cc1C	-5.2%	-1.2%
Cc1ccc(CC(=O)Nc2c(C(=O)N3CCN(c4ccccc4)CC3)oc3ccccc23)cc1	2.2%	-2.3%
COc1ccc(CCNS(=O)(=O)c2c(C)nc3sc(C)cn3c2=O)cc1OC	1.9%	-1.9%
COc1cccc(CNC(=O)c2ccc(-c3nc(COc4ccccc4)c(C)o3)cc2)c1	-5.7%	-1.4%
O=S(=O)(c1cccc(Cl)c1)c1nnn2c1nc(NC1CCCC1)c1sccc12	-2.7%	0.2%
COc1cc(N2C(=O)CSC23C(=O)N(Cc2cccc(F)c2)c2ccccc23)cc(OC)c1OC (stereo unspecified)	-3.7%	-1.3%
COc1cccc(C(=O)c2cn(CC(=O)Nc3cccc(C(F)(F)F)c3)c3nc(C)ccc3c2=O)c1	3.2%	-0.8%
COc1cccc(-c2nc3c(C#N)c[nH]n3c2NC2CCC(C)CC2)c1 (stereo unspecified)	-3.0%	-0.7%
Cc1cc(C)cc(Nc2nc3c(S(=O)(=O)c4cccc(Cl)c4)nnn3c3ccsc23)c1	-1.0%	-0.3%
CCOc1ccccc1NC(=O)n1ncc2cc(Cl)ccc21	-3.8%	-1.3%
Cc1ccc(CNC(=O)c2cccc(-n3cnc4cccnc43)c2)cc1	-1.3%	0.8%
CCc1ccccc1OCCSc1nnc(-c2cc(OC)c(OC)c(OC)c2)o1	-5.9%	-2.2%
CCOc1ccc(-c2nnc(SCC(=O)Nc3cccc(C#N)c3)o2)cc1	7.4%	-1.3%
COc1cc(OC)c(NC(=O)N2CC=C(c3c[nH]c4ccccc34)CC2)cc1Cl	2.8%	-2.1%
Cc1ccc(CNC(=O)CSc2ccc(-c3sc(-c4ccccc4)nc3C)nn2)cc1	-4.3%	-3.4%
CCOC(=O)c1c(C)[nH]c(C)c1S(=O)(=O)N1CCC(C(=O)NCc2cccc(OC)c2)CC1	-7.3%	0.7%
CCOc1ccc(CCNC(=O)Cn2ccc3cc(S(=O)(=O)N4CCCCCC4)ccc32)cc1	1.3%	1.0%
CCCCOc1ccc(C(=O)NCc2cn3cccc(C)c3n2)cc1	0.0%	-2.1%
COc1cccc(CNC(=O)C(C)n2ccc3cc(S(=O)(=O)N4CCCCCC4)ccc32)c1 (stereo unspecified)	-0.1%	-2.4%
Cc1cccc(NC(=O)C2CCN(S(=O)(=O)c3ccc4[nH]c5c(c4c3)CCCCC5)CC2)c1	0.4%	0.1%
CC(=O)N1c2ccccc2C(=O)C1N1CCN(c2cccc(C)c2C)CC1 (stereo unspecified)	-3.5%	-0.4%
Cc1ccccc1NC(=O)c1ccc2c(c1)c(C)c(C)n2Cc1ccccc1	6.5%	0.8%
Cc1cccc(CNC(=O)Cn2ccc3cc(S(=O)(=O)N4CCCCCC4)ccc32)c1	-8.5%	-0.5%
COc1ccc(CCNC(=O)c2c(C)nn(-c3ccc(F)cc3)c2-n2cccc2)c(OC)c1OC	0.8%	-0.3%
COc1ccc(CCNC(=O)CSc2ncc3c(n2)-c2cc(Cl)ccc2N(Cc2ccccc2)S3(=O)=O)cc1OC	13.9%	-2.6%
Cc1cc(F)ccc1NC(=O)CCS(=O)(=O)c1ccc2c(c1)CC(C)N2C(=O)C1CC1 (stereo unspecified)	2.6%	0.2%
COc1cc(-c2nnc(SCCOc3ccccc3)o2)cc(OC)c1OC	1.5%	0.6%
COC(=O)c1cc(S(=O)(=O)NCC2CCN(Cc3cccc(F)c3)CC2)cn1C	-0.6%	-1.0%
O=S(=O)(NCCc1nnc2ccc(SCc3ccccc3Cl)nn12)c1ccccc1	-7.0%	-0.3%
Cc1ccc(-c2cc(C(=O)Nc3cc([N+](=O)[O-])ccc3C)no2)cc1F	-2.5%	0.6%
Cc1ccc(Cl)cc1NC(=O)c1ccc(-c2nc(CSc3ccccc3)c(C)o2)cc1	-1.1%	0.6%
CCc1nnc(SCC(=O)Nc2ccc(OC)c(OC)c2)c2cc3occc3n12	6.7%	-0.1%
Cc1cc(Cl)ccc1NC(=O)CCS(=O)(=O)c1ccc2c(c1)CC(C)N2C(=O)C1CC1 (stereo unspecified)	5.9%	-0.1%
COc1ccc(Cl)cc1Nc1nc2ccc(C(=O)c3ccccc3)cc2n2cnnc12	-3.1%	-1.8%
COc1ccc(-n2ccnc(NCc3ccc(C)cc3)c2=O)cc1OC	-0.1%	-1.4%
COCCCn1c(=O)c2sccc2n2c(CCCC(=O)Nc3cccc(OC)c3)nnc12	0.9%	-2.4%
CC(C)Oc1ccc(CNC(=O)c2cc3ccccn3n2)cc1	3.0%	0.3%
CCOc1ccc(CCNS(=O)(=O)c2c(C)nc3sc(C)cn3c2=O)cc1OCC	-6.9%	-1.8%
COc1ccc(-c2onc(C)c2C)cc1S(=O)(=O)NCc1cccs1	3.5%	0.0%
O=C(NCc1ccccc1Cl)NCc1noc2ccccc12	1.8%	1.1%
CCc1ccccc1NC(=O)Cn1nc(N2CCN(c3ccccc3OC)CC2)ccc1=O	2.3%	-2.3%
CC(C)n1c(=O)c2oc3ccccc3c2n(CC(=O)Nc2ccccc2Cl)c1=O	-5.6%	-2.0%
Cc1oc(-c2ccc(C(=O)NCc3ccc(Cl)cc3)cc2)nc1CS(=O)(=O)c1ccccc1	-11.1%	-2.6%
CCOc1ccc(CNC(=O)c2ccc3c(c2)c(C)c(C)n3C)cc1	4.0%	-1.5%
Cc1oc(-c2ccc(C(=O)Nc3cc(F)ccc3F)cc2)nc1COc1ccccc1	1.4%	0.4%
CCCCN(CCCC)CCCNC(=O)Cn1cc2c(n1)-c1c(oc(C(=O)N3CCCC3)c1C)CC2	-3.3%	-0.8%
O=C(CCn1c(=O)c2cccn2c2cccnc21)NCc1ccccc1Cl	12.4%	-0.6%
Cc1cccc(CNS(=O)(=O)c2csc(C(N)=O)c2)c1	0.6%	-2.0%
Cc1oc(-c2ccc(C(=O)NCc3ccc(N(C)C)cc3)cc2)nc1COc1ccccc1	-1.4%	-1.0%
Cc1c(C(=O)NCc2ccccc2Cl)cccc1-n1cnc2cccnc21	4.7%	2.7%
CC(=O)c1cc2c(cc1NC(=O)c1c(C)nn(-c3ccc(C)cc3)c1-n1cccc1)OCO2	5.5%	1.3%
CCOc1ccccc1N(C)C(=O)NCc1noc2ccccc12	1.4%	1.2%
Cc1ccc(C)c(OC(=O)CSc2nnc(-c3ccc4c(c3)OCO4)o2)c1	-5.6%	-1.5%
CCc1cccc(NC(=O)CSc2ncc3c(n2)-c2cc(Cl)ccc2N(C)S3(=O)=O)c1	-2.9%	-0.6%
Cc1ccc(NC(=O)C(=O)c2cc(C)n(-c3ccc(F)cc3)c2C)cc1C	-2.9%	1.0%
O=C(COc1ccccc1-c1nc(-c2ccccc2)no1)Nc1ccc([N+](=O)[O-])cc1	2.9%	-1.0%
Cc1ccc(-n2nnc(-c3nsc(NC(=O)c4ccc(C)c(C)c4)n3)c2C)cc1	0.2%	-0.6%
Cc1ccc(CNC(=O)CSc2ncc3c(n2)-c2cc(Cl)ccc2N(C)S3(=O)=O)cc1	-2.7%	-0.8%
Continued.
SMILES	TRb-SRC2 inh	TR SRC2 fluor cs
O=S(=O)(c1ccc2nc(Nc3cccc(F)c3)ccc2c1)N1CCCC1	4.7%	-1.3%
COc1cc(-c2noc(-c3ccc(NCc4cccnc4)c([N+](=O)[O-])c3)n2)cc(OC)c1OC	11.7%	-1.0%
COc1cc(Cl)c(C)cc1NC(=O)CCCN1C(=O)C(c2ccccc2)Oc2cccnc21 (stereo unspecified)	5.4%	-1.9%
O=C(Nc1ccccc1)c1cc(Cl)ccc1O	2.5%[201 µM]	-2.8%[201 µM]
